S3 lipid droplet – qHTS Assay for Lipid Storage Modulators in Drosophila S3 Cells; Drosophila S3 cells, BODIPY lipid droplet fluorescence, 18-24 h; cells fed with added oleic acid; Potency in µM for hits, for the others lipid storage change, negative = inhibition, % at the top dose, mostly 46.1 µM; 0.64% of 320,000 active; AID 2685, 2010; active means well fitted inhibition curve with a large enough effect in the signal ratio, with a control signal flat, not every such curve was filed as active; inconclusive means small, poorly fitted or top-dose-only effect, or effect the other way, or a change in a side signal; the % refers to the signal ratio
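Laser-scanning cytometry quantifies lipid droplet accumulation (500–530 nm total intensity; droplet/cell object ratio) in oleic acid-fed (400 uM added) Drosophila S3 cells treated with a concentration series. 20 uM Triacsin C defined 100% inhibition.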
S3 lipid droplet cell count max – further read-out of S3 lipid droplet, marked with its call; cell number change, %; measured here: cell count max response;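 cells counted by Cell Tracker Red CMTPX staining in the red channel; peak over a dose series mostly up to 46.1 µM; percent activity relative to internal control wells on each plate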
Starred values were filed as active, the others as inactive; i = inactive; ? = inconclusive; · = not tested or not shown; & = joins results of further samples. On the % scale 0 is the no-effect control and ±100 the full control effect; potency means the concentration at half of the fitted maximal effect. An excerpt, so the mix of outcomes need not match the whole.

SMILES	S3 lipid droplet	S3 lipid droplet cell count max
Cc1cnc(C)c(N2CCC(C(=O)NCc3ccco3)CC2)n1	?	·
CC(=O)Nc1cccc(C(=O)OCc2ccccc2)c1	?	·
CC(C)(C)NC(=S)NCc1ccncc1	?	·
Cc1ccc(C2=NN(C(=O)c3ccccc3F)C(c3ccccc3F)C2)cc1 (centres undefined)	?	·
COc1ccccc1CNC(=O)CC(C)c1ccccc1 (centres undefined)	i	9
COc1ccccc1OCCn1c(=S)[nH]c2ccccc21	?	·
CCN1C(=O)[C@H]2[C@@H](c3ccc(C)cc3)N3C(=O)N(c4ccccc4)C(=O)[C@@]3(C)[C@H]2C1=O	?	·
Cc1ccc(S(=O)(=O)N2CN(Cc3ccco3)c3nc4ccccc4nc32)cc1C	?	·
CCOC(=O)CC(NC(=O)c1cc2cccc(OC)c2oc1=O)c1ccc(OC)cc1 (centres undefined)	i	·
C=CCn1c(SCC(=O)N2CCOCC2)nc2scc(-c3ccco3)c2c1=O	?	·
CCC(C)NC(=O)CN(C1CCCCC1)S(=O)(=O)c1ccc(F)cc1 (centres undefined)	?	·
Cc1cc(NC(=O)C(C)SCC(=O)Nc2ccc(SC(F)F)cc2)no1 (centres undefined)	17%	0

Rewritten with values ahead of the structure: part of the list above.
S3 lipid droplet	S3 lipid droplet cell count max	molecule
?	·	COc1ccccc1OCCn1c(=S)[nH]c2ccccc21
?	·	CCN1C(=O)[C@H]2[C@@H](c3ccc(C)cc3)N3C(=O)N(c4ccccc4)C(=O)[C@@]3(C)[C@H]2C1=O
?	·	Cc1ccc(S(=O)(=O)N2CN(Cc3ccco3)c3nc4ccccc4nc32)cc1C
i	·	CCOC(=O)CC(NC(=O)c1cc2cccc(OC)c2oc1=O)c1ccc(OC)cc1 (centres undefined)
?	·	C=CCn1c(SCC(=O)N2CCOCC2)nc2scc(-c3ccco3)c2c1=O

(list continues)
SMILES	S3 lipid droplet	S3 lipid droplet cell count max
O=c1[nH]cccc1-c1nc2ccccc2n1Cc1ccccc1F	?	·
CC1CCC(C(C)C)C(OCC(O)CN2CCN(Cc3ccccc3)CC2)C1 (centres undefined)	?	·
CN(C)c1ccc(NC(=O)CC2NCCNC2=O)cc1 (centres undefined)	?	·
CCCOc1ccc(C(=O)CCNC(Cc2c[nH]c3ccccc23)C(=O)O)cc1 (centres undefined)	?	·
CCN(CC)S(=O)(=O)c1cccc(C(=O)N/N=C(\C)c2cccs2)c1	-2%	22
Cc1ccc(C(c2nnnn2C2CCCC2)N2CCN3CCCC3C2)cc1 (centres undefined)	-26%	1
CCCc1cc(C(=O)OCC(=O)N2CCN(c3ccc(OC)cc3)CC2)sc1C	19%	-12
Cc1cc(N/N=C/c2ccc(O)c(C)c2O)nc(-c2ccccc2O)n1	?	·
O=[N+]([O-])c1ccc(-c2ccc(/C=N/Nc3nc(N4CCCC4)nc(N4CCCC4)n3)o2)cc1	i	-13
CC(C)Oc1ccc(C2CC(=O)N(c3cccc(C(=O)O)c3)C2=O)cc1 (centres undefined)	?	·
CCc1nnc(NC(=O)CSc2nnc(COc3ccc(C#N)cc3)n2-c2ccccc2)s1	?	·
COc1ccc(S(=O)(=O)Nc2ccc(N3CCOCC3)nc2)cc1	?	·

Reprinted at random: three compounds from above.
SMILES	S3 lipid droplet	S3 lipid droplet cell count max
CC1CCC(C(C)C)C(OCC(O)CN2CCN(Cc3ccccc3)CC2)C1 (centres undefined)	?	·
Cc1ccc(C(c2nnnn2C2CCCC2)N2CCN3CCCC3C2)cc1 (centres undefined)	-26%	1
Cc1cc(N/N=C/c2ccc(O)c(C)c2O)nc(-c2ccccc2O)n1	?	·

Going on with the list.
SMILES	S3 lipid droplet	S3 lipid droplet cell count max
Cc1ccc(-c2csc(NC(=O)CCNC(=O)c3ccco3)n2)cc1	?	·
Cc1nnc(SCc2cc(=O)[nH]c(N3CCN(Cc4ccccc4)CC3)n2)s1	?	·
COc1cccc(OC)c1C(=O)Nc1ccc(CN2CCCCC2)cc1	?	·
CC(=O)N(C(C)=O)c1ccc2nc(C)[nH]c(=O)c2c1	1%	-1
NC1=CC(=O)c2cccc3cccc1c23	-6%	1
CC(=O)c1ccc(C(=O)Nc2sc3c(c2C(N)=O)CCN(Cc2ccccc2)C3)cc1	?	·
Oc1ccc2ccccc2c1/C=N/Nc1ccccc1	?	·
COc1cccc(NS(=O)(=O)c2cc(C)sc2C)c1	-23%	-17
Cc1[nH]n(-c2cccc(Cl)c2)c(=O)c1C=NC12CN3CN(CN(C3)C1)C2	19%	-10
O=C(NNS(=O)(=O)c1ccccc1[N+](=O)[O-])c1ccccc1[N+](=O)[O-]	0%	16
O=[N+]([O-])c1ccc(N(CC2CO2)S(=O)(=O)c2ccccc2)cc1 (centres undefined)	i	-4
COc1ccc(CNc2ccc3c(c2)nc(C)n3C)cc1OC	?	·
Cc1ccc2nc(-c3ccc(F)cc3)nc(SCC(=O)NCC3CCCO3)c2c1 (centres undefined)	?	·
CC(C)c1ccc[n+](-c2nc([O-])sc2C=O)c1	?	·
O=S(=O)(NCc1cccnc1)c1ccc2c(c1)OCCO2	-2%	2
C#CCOCCOCCOCCNc1nc(N2CCN(C(=O)[C@H](CCCCN)n3cc(CCCC)nn3)CC2)nc(N2CCN(C(=O)[C@H](Cc3ccc(O)cc3)n3cc(CCO)nn3)CC2)n1	8%	0
COC(=O)C(Cc1c[nH]c2ccccc12)NC(=O)c1cc(-c2ccc(OC)c(OC)c2)oc1C (centres undefined)	?	·
O=C(OC1CCN(c2ncc(C(F)(F)F)cc2Cl)CC1)c1ccc(Cl)cc1	i	-12
c1ccc(CSc2nnc3c(n2)OC(c2ccco2)Nc2ccccc2-3)cc1 (centres undefined)	i	·
C[N+](C)(C)C(Cc1c[nH]c2ccccc12)C(=O)[O-] (centres undefined)	27%	-15
CCOc1cc(C2NC(=O)NC(C)=C2C(=O)NCc2ccccc2)c(Cl)cc1O (centres undefined)	?	·
COC(=O)c1cc(OC)c(OCc2cc(C(=O)OC)oc2C)c(OC)c1	?	·
COc1ccc(CCN=c2c([N+](=O)[O-])nn(-c3cccc(C)c3)n2O)cc1OC	?	·
COc1ccc(NC(=O)COC(=O)Cc2ccc(Br)cc2)cc1	?	·
CCOC(=O)c1nn(-c2cccc(C)c2)c2nnc(Cc3ccc(C)cc3)c(=O)n12	?	·
O=C(Nc1cccc(OC(=O)c2ccc(Br)o2)c1)c1ccccc1	4%	12
Cc1ccccc1OC1=NS(=O)(=O)c2ccccc21	?	·
Cc1ccc(Sc2nc3c(c(=O)[nH]c(=O)n3C)n2CCc2ccccc2)cc1	?	·
CCOC(=O)c1c(C)c(C(=O)NCc2cccs2)c(C)n1CC	?	·
CCC(C(=O)N1CCN(Cc2ccc3c(c2)OCO3)CC1)n1c(=O)[nH]c2ccccc2c1=O (centres undefined)	?	·
O=C(NCc1n[nH]c(=S)n1-c1ccc(Cl)c(Cl)c1)c1ccc(S(=O)(=O)N2CCOCC2)cc1	?	·
COc1ccc(NC(=S)N(CCCN2CCCC2)Cc2ccco2)cc1	3%	12
N=C1C(c2nc3ccccc3[nH]2)=C(O)CN1NC(=O)c1c[nH]c2ccccc12	?	·
CCCCC(C)n1[nH]c(=O)cc1N (centres undefined)	26µM*	-25*
Cc1cccc(NC(=O)c2ccccc2SCc2ccc(F)cc2)n1	?	·
Cc1ccccc1NC(=O)C(NC1CCCCC1)C(C)C (centres undefined)	?	·
COc1cccc(-n2c(=O)c3c(C)c(C(=O)N(C)C)sc3n(CC(=O)NCCc3ccc(OC)c(OC)c3)c2=O)c1	?	·
Cc1cc(NC(=O)c2cccc([N+](=O)[O-])c2)n(-c2ccccc2)n1	?	·
COc1ccc(OCC(O)CN2C(=O)c3ccccc3C2=O)cc1 (centres undefined)	13%	7
Cc1ccccc1NC(=O)Cc1nc(COC(=O)c2cccc(C)c2O)cs1	?	·
COc1ccc(CCN(Cc2nc3ccccc3c(=O)[nH]2)C(=O)c2ccco2)cc1OC	?	·
CCN(c1ccc(OC)cc1)S(=O)(=O)N1CCCC(C(=O)NCc2ccccc2Br)C1 (centres undefined)	?	·
Cc1ccc(S(=O)(=O)N2CCN(C(=O)c3cc4c(s3)CCCC4)CC2)cc1	3%	1
O=C(c1ccc(Cl)cc1)N1CCC(c2nc(-c3cccs3)no2)CC1	?	·
CN1CCN(C2=CC3=CC(=C(C#N)C#N)CCC3CC2)CC1 (centres undefined)	?	·
CCCc1c(OCCCCc2nn[nH]n2)ccc(C(C)=O)c1O	5%&2%	30&5
O=C(Cc1ccccc1)NCC(=O)OCC(=O)c1ccccc1Cl	?	·
N#CC1=C(S)N(c2ccc(F)cc2)C(c2cccs2)NC1=O (centres undefined)	?	·
CC12CCC(=O)N1C(C(=O)N1CCN(S(=O)(=O)c3cccc(C(F)(F)F)c3)CC1)CS2 (centres undefined)	i	·
Fc1c(F)c(F)c(N=Cc2ccc3ncccc3c2)c(F)c1F	?	·
O=C(NC1CCCC1)C(c1ccncc1)N(C(=O)Cn1nnc(-c2ccccc2F)n1)c1cccc(F)c1 (centres undefined)	?	·
CC(C)N(Cc1ccccc1)CC(O)COc1ccc(S(=O)(=O)N2CCOCC2)cc1Cl (centres undefined)	?	·
Cc1noc(N)c1C(=O)Nc1ccc(F)c(Cl)c1	?	·
Cc1cc(C(=O)NNC(=O)Cc2ccc(Cl)c(Cl)c2)c(C)o1	?	·
O=S(=O)(Nc1ccc(Br)cn1)c1ccc2ccccc2c1	32%	-18
CSc1cccc(NC(=S)NN(C)C)c1	-6%	0
O=S(=O)(Nc1cccc2ccccc12)N1CCCC1	10%	-18
COc1ccc(N2CCN(Cc3csc(C)c3-c3ccc(C)cc3)CC2)cc1	i	·
Cc1ccc(S(=O)(=O)N2N=C3CCCCC3C2(O)C(F)(F)F)cc1 (centres undefined)	-5%	26
COc1ccc(C(N)=O)cc1NC(=O)CC(O)(C(F)(F)F)C(F)(F)F	i	-8
Next results:
SMILES	S3 lipid droplet	S3 lipid droplet cell count max
COc1ccc(C2=NOC(COC(=O)c3ccc4ccccc4n3)C2)cc1 (centres undefined)	?	·
CC(C)c1nnc(NC(=O)C2CC(=O)N(CCc3ccc(F)cc3)C2)s1 (centres undefined)	-23%	4
Cc1nn(C)c(C)c1NS(=O)(=O)c1ccc(OC(F)(F)F)cc1	?	·
Cc1ccc(C)c(NC(=S)NCc2cccn2C)c1	?	·
C/C(=N\N1CCN(C2c3ccccc3-c3ccccc32)CC1)c1cccnc1	18%	-9
COc1ccc(S(=O)(=O)N2CCOCC2)cc1NC(=O)c1cc(=O)[nH]c2ccccc12	?	·
CC(C)(C)N1C(=O)[C@H]2[C@@H](c3ccc(Br)cc3)N3C(=O)N(c4ccccc4)C(=O)[C@@]3(C)[C@H]2C1=O	-12%	5
COc1ccc(Cl)cc1NC(=O)c1nnn(CC(=O)Nc2ccc(C)c(C)c2)c1N	?	·
O=C(CCc1ccccc1)N1N=C(c2ccncc2)CC1(O)C(F)(F)F (centres undefined)	-5%	1
C#CCOCCOCCOCCNc1nc(N2CCN(C(=O)[C@H](CCC(=O)O)n3cc(C(N)CC(C)C)nn3)CC2)nc(N2CCN(C(=O)[C@H](Cc3cc4ccccc4[nH]3)n3cc(C(N)CC(C)C)nn3)CC2)n1 (some centres undefined)	2%	9
CCOc1ccccc1Nc1nnc(SCC(=O)Nc2nc(-c3ccc(OC)cc3)cs2)s1	?	·
CCC(=O)Nc1ccc(C(=O)N2CCN(C(=O)c3ccco3)CC2)cc1	?	·

Looked up above:
CC(C)c1nnc(NC(=O)C2CC(=O)N(CCc3ccc(F)cc3)C2)s1 (centres undefined) | S3 lipid droplet cell count max: 4
CC(C)(C)N1C(=O)[C@H]2[C@@H](c3ccc(Br)cc3)N3C(=O)N(c4ccccc4)C(=O)[C@@]3(C)[C@H]2C1=O | S3 lipid droplet cell count max: 5
C#CCOCCOCCOCCNc1nc(N2CCN(C(=O)[C@H](CCC(=O)O)n3cc(C(N)CC(C)C)nn3)CC2)nc(N2CCN(C(=O)[C@H](Cc3cc4ccccc4[nH]3)n3cc(C(N)CC(C)C)nn3)CC2)n1 (some centres undefined) | S3 lipid droplet cell count max: 9
C/C(=N\N1CCN(C2c3ccccc3-c3ccccc32)CC1)c1cccnc1 | S3 lipid droplet: 18%

The listing continues.
SMILES	S3 lipid droplet	S3 lipid droplet cell count max
O=CNC(=O)c1ccccc1C(=O)O	?	·
O=C(C1CCCN(S(=O)(=O)c2ccc(F)cc2)C1)N1CCCCCC1 (centres undefined)	i	-9
CCNc1nc2ccccc2[nH]1	?	·
CCCCc1cc(=O)oc2cc(C)cc(OCC(=O)N3CCC(C(=O)O)CC3)c12	-5%	13
CN(C)C(=S)SCC(=O)NCc1ccc(F)cc1	?	·
CC1=NN(C(=O)c2ccccc2Cl)C(O)(c2ccccc2)C1 (centres undefined)	i	3
FC(F)(F)c1cccc(NC(=S)N2CCN(c3ccccc3)CC2)c1	21%	2
CCOc1ccc(CCN2C(=O)c3cccnc3C2=O)cc1OCC	?	·
CCN(CC(=O)Nc1ccc(NC(C)=O)cc1)C(=O)C1CCCC1	?	·
CCOC(=O)C1=C(c2ccccc2)NC(=O)NC1c1cc(OC)c(OC)cc1OC (centres undefined)	-4%	18
C[C@H](NC(=O)c1nc[nH]c1C(=O)N1CCNCC1)C(=O)OC(C)(C)C	?	·
Cn1c(=O)c2c(nc(N/N=C/c3cccs3)n2Cc2ccc(Br)cc2)n(C)c1=O	?	·
CCOc1ccccc1N(C(=O)c1snc(C(N)=O)c1N)C(C(=O)NC1CCCC1)c1cccs1 (centres undefined)	?	·
CCc1ccc(N(C(=O)c2snc(C(N)=O)c2N)C(C(=O)NC2CCCC2)c2ccco2)cc1 (centres undefined)	4%	-6

A different layout for part of the listing above:
mol,S3 lipid droplet,S3 lipid droplet cell count max
FC(F)(F)c1cccc(NC(=S)N2CCN(c3ccccc3)CC2)c1,21%,2
CCNc1nc2ccccc2[nH]1,?,·
